Bioassay records deposited in PubChem by several laboratories.
NR1D1 modulator = modulates human Rev-erb alpha binding to DNA; activity, % at 10 µM; 370,000 tested, 0.79% active; Rev-erbα–FITC-DNA binding, fluorescence polarization, 90 min;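 active means activity above about 14%, limit read from the data; passing the limit was not always enough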;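 further: 0% = DMSO wells with 35 nM protein and 100% = DMSO wells with 750 nM protein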
LEDGF integ inh = blocks HIV-1 LEDGF/p75-dependent DNA integration; inhibition, % at 3.7 µM; AID 743269; 370,000 tested, 0.64% active; TR-FRET IN-LEDGF/p75 DNA integration, Eu/Cy5;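 active means inhibition above the screen-wide mean plus 3 SD, cut at about 13% in these data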;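 further: signal is the Cy5 over europium emission ratio at 671 and 618 nm; 0% = plate median of compound wells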
HTRA1 inhibitor = inhibitors of human serine peptidase HTRA1 | Q92743 | recombinant HTRA1, FP-rhodamine activity-based probe, fluorescence polarization | inhibition, % at 5.96 µM | 340,000 tested, 0.5% active | AID 504803; in the data active means inhibition above about 36%;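 further: 0% = enzyme with DMSO and 100% = wells lacking enzyme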
PG9 Ab binder = small molecules binding HIV-1 gp120 antibody PG9. 360,000 tested, 0.43% active. TR-FRET gp120-PG9 antibody binding. inhibition, % at 6.7 µM; in the data active means inhibition above about 8.5%
ABHD4 inh = ABHD4 (mouse) inhibition, primary FP screen; purified mABHD4, FP-Rh probe fluorescence polarization; inhibition, % at 8.92 µM; 370,000 tested, 0.54% active; AID 720543;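 active means inhibition exceeding the mean over every tested compound plus 3 SD, cut at about 30% in these data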;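 further: 0% = plate median of compound wells and 100% = S159A mutant with DMSO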
Target sequence (Q8VD66 whole entry, looked up): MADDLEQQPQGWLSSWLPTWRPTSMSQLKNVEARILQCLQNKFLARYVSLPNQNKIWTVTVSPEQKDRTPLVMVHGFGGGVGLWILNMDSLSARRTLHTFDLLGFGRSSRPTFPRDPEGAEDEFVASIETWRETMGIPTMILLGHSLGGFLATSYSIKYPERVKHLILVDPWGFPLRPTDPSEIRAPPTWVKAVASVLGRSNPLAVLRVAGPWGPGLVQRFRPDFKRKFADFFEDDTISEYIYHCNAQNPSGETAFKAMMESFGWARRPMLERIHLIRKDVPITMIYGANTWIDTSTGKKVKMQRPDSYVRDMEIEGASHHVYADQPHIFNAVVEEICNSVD
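Assay system: mouse ABHD4 enzyme, wild type / Also added: fluorescent activity-based probe FP-Rh / Doses: single nominal dose of 8.92 µM, 0.89% DMSO final / Timing: 45 min compound pre-incubation plus 60 min probe step, 25 °C / Signal: FP readout, ex 525 nm / em 598 nm / Control set: S159A mutant/DMSO as 100%, compound-well median as 0%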
PRMT1 inh = inhibitors of human PRMT1. Q99873. recombinant PRMT1, activity-based probe fluorescence polarization. inhibition, % at 2.79 µM. 370,000 tested, 1.3% active;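 active means inhibition above about 21% made by adding two undisclosed values, limit read from the data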
Target sequence (Q99873 whole entry, looked up): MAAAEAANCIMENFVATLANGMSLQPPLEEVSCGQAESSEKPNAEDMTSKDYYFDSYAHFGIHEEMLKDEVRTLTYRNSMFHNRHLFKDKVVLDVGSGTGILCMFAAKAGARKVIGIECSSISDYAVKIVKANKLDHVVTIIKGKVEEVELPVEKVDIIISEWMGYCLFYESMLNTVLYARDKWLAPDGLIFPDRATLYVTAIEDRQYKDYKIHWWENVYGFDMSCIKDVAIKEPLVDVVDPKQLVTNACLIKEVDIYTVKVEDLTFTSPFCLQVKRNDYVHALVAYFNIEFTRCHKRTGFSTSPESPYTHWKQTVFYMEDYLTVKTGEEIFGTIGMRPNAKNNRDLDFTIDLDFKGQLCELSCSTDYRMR
MBD2 DNA inh = inhibitors of human MBD2 binding to methylated oligonucleotide; Q9UBB5; TR-FRET; inhibition, % at 4.4 µM; 370,000 tested, 0.31% active; AID 686964; in the data active means inhibition above about 13%
Target sequence (Q9UBB5 whole entry, looked up): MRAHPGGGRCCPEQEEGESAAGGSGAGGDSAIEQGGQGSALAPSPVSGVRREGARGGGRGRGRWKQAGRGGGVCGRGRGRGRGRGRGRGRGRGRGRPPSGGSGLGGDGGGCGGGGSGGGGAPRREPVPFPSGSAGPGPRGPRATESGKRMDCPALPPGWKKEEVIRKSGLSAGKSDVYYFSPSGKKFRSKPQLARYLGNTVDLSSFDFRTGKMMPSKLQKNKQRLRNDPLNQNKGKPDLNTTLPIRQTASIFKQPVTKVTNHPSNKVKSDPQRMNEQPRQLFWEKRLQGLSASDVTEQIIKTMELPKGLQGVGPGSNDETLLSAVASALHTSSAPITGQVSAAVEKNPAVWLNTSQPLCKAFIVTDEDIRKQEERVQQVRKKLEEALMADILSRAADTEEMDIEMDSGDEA
TCR CD3 inh = human TCR-CD3 binding inhibition; TAMRA-labeled TCR probe fluorescence, biochemical; inhibition, % at 9.4 µM; 360,000 tested, 0.37% active; in the data active means inhibition above about 19%;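 further: recombinant mutant TCR 2C K166C tagged with TAMRA read by polarization; 0% = receptor in buffer alone and 100% = receptor with positive control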
UHRF1 binding = human UHRF1 methylated DNA binding inhibitors; inhibition, % at 4.4 µM; UHRF1 binding to methylated oligo, TR-FRET; Q96T88; 370,000 tested, 0.75% active; in the data active means inhibition above about 21%;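 further: UHRF1 SRA domain binding a hemimethylated CpG hairpin DNA probe; 0% = median of test compound wells and 100% = reference inhibitor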
rCAG RNA binder = molecules binding r(CAG) RNA repeats | AID 651821 | inhibition, % at 3 µM | 370,000 tested, 1.3% active | r(CAG) RNA repeat, TO-PRO-1 dye displacement fluorescence;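 active means inhibition above the plate cutoff, the mean of all test compounds on that plate plus 3 SD, cut at about 35% in these data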;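 further: 0% = DMSO alone and 100% = 100 µM mitoxantrone as full dye displacement; higher means more dye released from RNA so lower well fluorescence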
The depositor's hits bear a star; nt = not tested or not shown; & = joins results of further samples. This is a subset; rates above refer to the full screens.

Fields – NR1D1 modulator	LEDGF integ inh	HTRA1 inhibitor	PG9 Ab binder	ABHD4 inh	PRMT1 inh	MBD2 DNA inh	TCR CD3 inh	UHRF1 binding	rCAG RNA binder
CCOc1ccc(-c2cc(NC(=O)Cn3ncc4c3-c3ccccc3OC4)on2)cc1OCC
 : 2.4	3.8	-13.3	0.8	2.5	-8.1	-1.3	-3.0	0.6	10.1
CS(=O)(=O)c1ccc(C(=O)OCC(=O)NC2CCS(=O)(=O)C2)cc1[N+](=O)[O-] (stereo unspecified)
 : -5.9	-0.6	-2.4	0.1	3.0	0.4	3.0	-1.9	-5.2	0.3
CC(C)c1ccc(NC(=O)c2cc3c(=O)n(C)c4ccccc4c3n2C)cc1
 : 10.6	1.1	-7.9	0.7	-0.9	-4.6	-2.0	3.7	3.3	1.1
COCc1cc(=O)[nH]c(Nc2nc(C)c3ccccc3n2)n1
 : 1.8	-3.4	-0.4	0.6	0.3	0.8	3.6	7.0	-0.7	24.3
CC(C)NCC(O)COc1ccc(CCOCC2CC2)cc1 (stereo unspecified)
 : -8.0&-4.8	0.7	5.2	-0.5	-1.2	0.6	-1.4	2.4	-0.5	3.2
CCOC(=O)CSc1nc(CC)nc2ccccc12
 : 5.1	-1.2	-5.1	-1.2	-2.9	-0.4	4.0	5.4	1.1	-9.5
COc1cccc(/C=C2\CC3(OC(C)=O)CCCN2C3)c1 (stereo unspecified)
 : 4.9	-3.9	nt	nt	2.3	-1.3	1.2	nt	-1.7	0.5
O=C(Cc1cccs1)N(CC1CCCO1)C1(C(=O)NC2CCCC2)CCCCC1 (stereo unspecified)
 : -4.8	0.0	-1.0	2.4	-0.4	-0.9	-4.7	4.1	-1.6	-8.8
CCN(CC(=O)Nc1ccc(OC)cc1)C(=O)C1CCN(C(=O)c2ccc(Cl)cc2)CC1
 : 8.0	-1.5	-4.6	1.6	-1.9	-1.3	1.5	-1.0	-2.6	-0.2
Cc1ccccc1NC(=O)C1Cc2ccccc2C(=O)O1 (stereo unspecified)
 : 2.5	2.0	2.0	-0.5	-2.3	0.2	-1.0	-1.0	-1.3	0.6
CCn1c(=S)sc2c(=O)n(-c3ccccc3)c(SC)nc21
 : 2.5	4.2	-17.1	-1.6	-11.9	3.3	-2.5	5.1	-2.0	-2.5
CN1C(=O)CON=C1c1cccc2ccccc12
 : 1.0	4.1	nt	-2.5	-0.2	4.3	3.0	-3.6	4.3	-0.4
CN(CC(=O)Nc1ccccc1Br)C(=O)CNC(=O)c1ccc(Oc2ccccc2)cc1
 : 2.7	0.6	-5.5	1.3	-1.4	3.1	0.5	5.3	0.4	-0.9
CCN(CC)c1ccc(C=Nc2ccc(N(C)C)cc2)c(O)c1
 : 6.9	33.9*	38.2*	-59.2	25.9	24.9*	-6.5	1.8	11.1	12.1
C=CCn1c(SCCC)nc2sc3c(c2c1=O)CCc1ccccc1-3
 : -1.3	-1.2	-13.4	0.0	0.6	3.6	0.8	-0.1	-1.7	2.6
CCOc1ccc(N/C=C/C(=O)c2ccc(OC)c(OC)c2)cc1
 : 2.6	8.3	0.1	0.1	-6.5	-2.4	-5.4	3.4	-0.7	5.6
CC1=C(C)C(=O)N(c2ccccn2)C1=O
 : -6.5	0.6	2.6	-1.0	7.0	1.8	0.1	7.8	-0.7	0.5
CC1CCCCC1NC(=O)COC(=O)c1cccn1C (stereo unspecified)
 : 1.3	-1.5	3.1	2.3	-12.1	5.8	5.6	-1.9	5.2	-0.2
OCCN1CCN(CC(O)COCc2ccc3c(c2)OCO3)CC1 (stereo unspecified)
 : -1.5	-0.5	3.6	-3.5	5.1	1.2	2.2	-2.9	15.0	-1.7
COc1ccc2oc(C(=O)OCC(=O)/C(C#N)=C(\C)N)c(C)c2c1
 : 19.5*	1.7	-7.3	-0.3	6.1	-0.3	2.2	1.3	-0.9	0.8

Additional results:
Fields – NR1D1 modulator	LEDGF integ inh	HTRA1 inhibitor	PG9 Ab binder	ABHD4 inh	PRMT1 inh	MBD2 DNA inh	TCR CD3 inh	UHRF1 binding	rCAG RNA binder
C/C(=N\NC(=O)CSCc1ccc(Cl)cc1)c1ccc2c(c1)OCCO2
 : 2.3	0.9	-16.3	-1.2	-6.5	2.8	3.3	-5.3	0.6	-1.6
COc1ccc(/C=C/c2nnc(NC(=O)COc3cccc(C)c3)s2)cc1
 : -0.9	-2.2	-3.3	-1.3	4.8	1.6	3.3	-7.4	-0.2	5.2
CC(=O)Nc1cccc(NC(=O)C2CC3CCC2C3)c1 (stereo unspecified)
 : -0.2	-0.8	2.4	-0.1	3.0	3.1	-5.7	0.0	-0.7	0.0
CN1CCN(NC(=O)COc2cccc(C(F)(F)F)c2)CC1
 : 2.3	-0.1	3.6	-1.6	4.7	-1.8	-1.3	-4.0	0.3	-4.5
CCCc1cc2c(=O)c(-c3ccc4c(c3)OCCO4)coc2cc1OS(C)(=O)=O
 : -5.4	2.8	-16.3	-1.1	-2.5	0.4	-0.6	3.7	0.3	0.3
Nc1nc(SCC(=O)Nc2ccccc2C(F)(F)F)[nH]c(=O)c1-c1ccccc1
 : -1.6	3.8	0.4	0.2	3.4	-1.1	-4.4	1.6	3.8	-0.4
CC1CCN(C(=O)C2CCN(C(=O)c3ccc(C(C)(C)C)cc3)CC2)CC1
 : 3.1	1.2	-1.4	-0.7	-2.4	-0.1	2.2	1.0	1.0	-9.5
O=C(CN1C(=O)C(=O)N(C2CCCC2)C1=O)Nc1ccc(OC(F)F)cc1
 : -8.4	3.8	3.4	-1.7	0.3	-2.3	-5.2	6.3	-1.1	5.4
O=S(=O)(Nc1ccncc1)c1ccc(Cl)c(Cl)c1
 : 0.5	0.9	7.6	0.0	0.6	0.8	-3.8	4.5	-1.1	0.7
CSCCC(NC(=O)c1ccc([N+](=O)[O-])cc1Cl)C(=O)OCC(=O)N1CCN(C(C)=O)CC1 (stereo unspecified)
 : -1.8	1.3	8.4	-0.5	2.0	-5.2	1.0	-2.6	3.7	-10.9
CC1CCCN(C(=O)CCCC(=O)N2CCCC(C)C2)C1 (stereo unspecified)
 : 1.2	0.3	-3.3	-1.8	-0.9	-3.6	1.8	1.6	0.5	-2.2
CC1(c2ccc(O)cc2)NC(=O)N(c2ccccc2)N1 (stereo unspecified)
 : -5.3	-1.7	2.5	-2.8	3.0	6.5	11.4	4.7	24.0*	0.4
O=C(CSc1nnc2ccccn12)Nc1ncc(Cl)cc1Cl
 : -2.5	2.3	5.4	-1.0	-4.6	2.2	-6.2	1.8	-5.5	2.9
Cc1ccc(OCC(=O)Nc2ccc3c(c2)nc(CCN2CCC(C)CC2)n3C)cc1
 : -6.8	3.8	0.1	-2.0	6.8	-1.8	8.7	1.5	1.8	-10.6
COc1ccc(CCN(C)CC(O)COC(c2ccc(F)cc2)c2ccc(F)cc2)cc1OC (stereo unspecified)
 : 2.6	1.7	-4.4	-0.7	9.6	4.1	-1.5	-4.4	0.5	-11.9
COc1ccccc1OCCC(=O)Nc1cccc(S(=O)(=O)N2CCCCC2)c1
 : -0.6	1.1	-10.6	-0.1	7.8	2.7	6.9	-2.0	3.4	-0.7
O=C(NCC1CC1)c1csc([C@@H]2O[C@H](CO)[C@H](O)[C@H](O)[C@H]2O)n1
 : 6.1	2.5	nt	-2.2	0.7	-4.5	0.0	-5.4	4.0	1.5
COc1cccc(/C=N/NC(=O)c2ccc(COc3ccc(Cl)cc3Cl)o2)c1
 : nt	2.8	-36.7	1.3	-11.0	-3.1	-7.2	-1.5	-5.5	1.9
O=C(Nc1nnc([C@H]2C[C@H](O)[C@@H](CO)O2)s1)c1ccc(Oc2ccccc2)cc1
 : -1.5	0.3	nt	1.1	2.0	0.4	2.2	-8.9	-2.3	2.9
CCC/C=C1/CCCOC(C(=O)NCc2cc(C)n(C)n2)(C(F)(F)F)C1 (stereo unspecified)
 : -3.2	3.8	3.5	1.3	9.5	0.5	-2.7	6.8	0.5	-0.3

The listing continues.
Fields – NR1D1 modulator	LEDGF integ inh	HTRA1 inhibitor	PG9 Ab binder	ABHD4 inh	PRMT1 inh	MBD2 DNA inh	TCR CD3 inh	UHRF1 binding	rCAG RNA binder
O=C(CN1C(=O)C2C3C=CC(C3)C2C1=O)OCC(=O)c1ccccc1 (stereo unspecified)
 : -3.4	0.6	7.6	0.8	-0.3	-4.0	-3.0	5.2	-5.4	-0.1
CCOC(=O)[C@]12CCCC=C1N(CCCOC)C(=O)[C@@H]2CC(=O)NCc1ccc(OC)c(OC)c1
 : -2.1	-2.2	nt	nt	0.1	2.4	-0.9	nt	2.5	-1.3
Clc1ccc(Cl)c(-c2nc(-c3ccncc3)no2)c1
 : 17.3	7.5	-3.6	-0.8	-3.4	-4.7	4.3	-1.1	-1.8	-1.0
CN(C)C(=S)Oc1ccccc1C1(C)OCCO1
 : -5.6	2.2	1.6	-1.5	-6.5	-5.0	6.2	4.1	8.7	0.5
CCN1CCN(c2nc3c(C)cccn3c(=O)c2/C=C(\C#N)C(=O)NCCCOC)CC1
 : 3.8	-2.0	-5.5	0.1	-3.1	2.4	-2.4	4.0	-4.8	-10.7
CC(=O)NCCNC(=O)c1ccc(CSc2nc3ccccc3s2)cc1
 : 1.2	4.5	2.6	-1.5	-12.6	3.3	-3.2	-2.9	2.0	4.1
C=CCNC(=O)CSCc1ccc(Br)cc1
 : 2.4	-3.7	2.0	1.5	0.7	6.2	3.4	2.4	-0.7	-0.3
COc1ccc(S(=O)(=O)N2CCCCCC2)cc1C(=O)N1CCCC(C(F)(F)F)C1 (stereo unspecified)
 : -5.9	1.3	-5.1	2.4	-7.8	4.9	4.1	-3.2	0.7	-8.5
COC(=O)c1c(NC(C)=O)sc(C)c1C
 : 4.7	-6.2	4.5	0.0	-1.4	0.3	1.0	-3.2	3.9	-0.9
COc1cccc(-c2ccc3ncnc(NCc4cccs4)c3c2)c1
 : -0.9	-1.1	-94.4	-3.6	-16.1	-2.4	-2.9	2.2	4.4	0.0
CCOCc1nnc(NC(=O)c2ccc(NC(C)=O)cc2)s1
 : -2.3	-2.9	11.5	0.8	0.4	2.9	2.1	3.5	1.0	-1.7
N#CCCN(C(=O)COC(=O)CCC(=O)c1cccs1)c1ccccc1
 : 1.8	5.5	12.6	-0.7	-2.6	-5.9	-0.3	2.4	-1.2	-2.6
O=C(c1coc(=O)c(Br)c1)N1CCCc2ccccc21
 : 0.9	19.0*	14.0	-0.8	16.2	14.9	5.7	1.1	14.4	15.0
NC(=O)Cn1c(=O)n(Cc2ccccc2)c(=O)c2cccnc21
 : -1.3	-1.7	-5.4	-0.2	-11.3	8.4	4.2	-1.6	5.1	-1.9
CCC(Cc1ccccc1)NC(=O)C1=C(C)C(=O)OC12CCC(C)CC2 (stereo unspecified)
 : -1.4	-1.6	0.8	-1.5	-1.9	0.1	1.3	-6.7	1.6	-7.0
O=C(NCC1CCCO1)c1cc2c(s1)CCC2 (stereo unspecified)
 : -2.7	-0.2	3.2	-0.2	-2.2	-0.4	-2.5	-1.3	3.1	-2.4
CCCCNC(=S)NC(=O)c1ccc([N+](=O)[O-])cc1
 : -1.0	2.0	1.7	-0.2	1.0	-1.7	5.6	-0.8	9.3	-4.3

Structural class: the entries above with a furan ring, fused or not
Fields – NR1D1 modulator	LEDGF integ inh	HTRA1 inhibitor	PG9 Ab binder	ABHD4 inh	PRMT1 inh	MBD2 DNA inh	TCR CD3 inh	UHRF1 binding	rCAG RNA binder
COc1ccc2oc(C(=O)OCC(=O)/C(C#N)=C(\C)N)c(C)c2c1
 : 19.5*	1.7	-7.3	-0.3	6.1	-0.3	2.2	1.3	-0.9	0.8
COc1cccc(/C=N/NC(=O)c2ccc(COc3ccc(Cl)cc3Cl)o2)c1
 : nt	2.8	-36.7	1.3	-11.0	-3.1	-7.2	-1.5	-5.5	1.9
